M1 ag parental – counter-screen for M1 agonists: effect in parental CHO-K1 cells; Fluo-8 calcium fluorescence; scaled to maximal ATP response, vehicle zero; activation, % at 3 µM; 360,000 tested, 0.48% active; in the data active = activation above about 15%;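 also: untransfected CHO-K1 host cells lacking M1 receptor as counterscreen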
CHRM4 antagonist – human M4 muscarinic receptor antagonists, primary screen, CHO cells, Fluo-8 calcium fluorescence; Muscarinic acetylcholine receptor M4 (Homo sapiens), P08173; CHO-hM4 cells, ACh EC80; inhibition, % at 3 µM; 360,000 tested, 0.73% active; AID 624125, 2012;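 active = inhibition above its plate's cutoff, the mean inhibition of sample wells plus 3 SD, cut at about 27% in these data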;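 also: 0% = acetylcholine EC80 with DMSO and 100% = DMSO without agonist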
Target sequence (P08173 whole entry, looked up): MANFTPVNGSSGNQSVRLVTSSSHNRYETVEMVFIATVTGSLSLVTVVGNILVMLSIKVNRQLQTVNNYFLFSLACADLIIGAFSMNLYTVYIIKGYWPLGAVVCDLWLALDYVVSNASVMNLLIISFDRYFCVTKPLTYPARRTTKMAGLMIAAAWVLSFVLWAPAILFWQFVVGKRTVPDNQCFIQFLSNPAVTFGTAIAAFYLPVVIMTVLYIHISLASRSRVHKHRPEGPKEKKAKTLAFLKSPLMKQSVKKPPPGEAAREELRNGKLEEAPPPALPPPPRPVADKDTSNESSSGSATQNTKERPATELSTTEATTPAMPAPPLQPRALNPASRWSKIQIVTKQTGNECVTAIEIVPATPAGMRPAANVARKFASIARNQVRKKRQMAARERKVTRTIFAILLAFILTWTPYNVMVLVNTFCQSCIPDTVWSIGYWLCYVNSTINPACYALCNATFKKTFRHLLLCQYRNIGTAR
CHRM1 agonist – human M1 muscarinic receptor agonists, primary screen, Fluo-8 calcium fluorescence, CHO-K1 cells, HTS; Muscarinic acetylcholine receptor M1 (Homo sapiens), P11229; CHO-K1 hM1, agonist mode; 0% DMSO, 100% acetylcholine EC100; activation, % at 3 µM; 360,000 tested, 0.33% active; AID 588814, 2011;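 active = activation above the run's mean compound activation plus 3 SD, cut at about 16% in these data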;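 also: peak over basal fluorescence ratio within a 140 s kinetic read after compound addition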
Target sequence (P11229 whole entry, looked up): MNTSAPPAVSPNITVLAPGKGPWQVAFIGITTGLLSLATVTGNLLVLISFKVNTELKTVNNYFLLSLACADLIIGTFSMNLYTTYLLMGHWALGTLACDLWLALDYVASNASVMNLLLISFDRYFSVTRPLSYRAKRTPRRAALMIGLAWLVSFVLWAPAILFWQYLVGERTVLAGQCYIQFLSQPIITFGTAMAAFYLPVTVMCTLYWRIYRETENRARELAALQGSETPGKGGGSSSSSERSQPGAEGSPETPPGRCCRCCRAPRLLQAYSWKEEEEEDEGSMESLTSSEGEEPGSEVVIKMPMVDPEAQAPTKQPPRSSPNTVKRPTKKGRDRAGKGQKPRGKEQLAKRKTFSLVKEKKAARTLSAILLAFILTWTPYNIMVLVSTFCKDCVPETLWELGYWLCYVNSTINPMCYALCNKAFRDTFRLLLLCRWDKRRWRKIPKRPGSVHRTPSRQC
CHRM1 antagonist – human M1 muscarinic receptor antagonists, primary screen, CHO-K1 cells, Fluo-8 calcium fluorescence, 1536-well. inhibition, % at 3 µM. Muscarinic acetylcholine receptor M1 (Homo sapiens), P11229. 360,000 tested, 1.3% active. CHO-K1 hM1, ACh EC80 antagonist;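 active = percent inhibition above its own plate's cutoff, namely the mean of that plate's compound wells plus 3 SD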;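 also: peak over basal fluorescence ratio during 140 s after agonist addition; 0% = ACh EC80 plus DMSO and 100% = DMSO alone without agonist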
CHO parental Ca – ATP-evoked calcium signal inhibitors, parental CHO, primary screen, counter-screen for OX1R antagonist project, cell-based, fluorescence, Fluo-8 calcium dye; parental CHO-K1, ATP-induced calcium, Fluo-8 fluorescence; inhibition, % at 5.6 µM; 330,000 tested, 0.63% active;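 active = inhibition above that plate's mean sample inhibition plus 3 SD, cut at about 26% in these data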;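 also: 0% = ATP-challenged DMSO wells and 100% = DMSO wells without ATP; some compounds past the cut are filed as inactive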
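Assay system – parental CHO cells · Reagent – ATP stimulus · Detection – intracellular calcium via Fluo-8 no-wash fluorescent dye · Evaluation – percent inhibition of ATP-evoked calcium rise, normalized to controls · Controls – ATP wells versus no-ATP DMSO wells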
OXTR potentiator – human OXTR potentiators, primary screen, fluorescence, CHO-OTR cells, Fluo-8 calcium; Fluo-8 calcium fluorescence, potentiator mode; 0% = oxytocin EC15, 100% = EC100; activation, % at 3 µM; 320,000 tested, 0.061% active;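 active = activation above that plate's cutoff, the mean activation of tested compounds plus 3 SD, cut at about 6.6% in these data, passing the limit was not always enough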;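 also: 100% uses oxytocin at 75 nM as the full agonist control; some results filed as inactive read as strong as hits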
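Material: human OTR in CHO cells. Compound: 3.0 µM, one dose. Timing: compound 6 min at room temperature before oxytocin, 100 s read. Evaluation: % activation of max/min ratio relative to oxytocin controls. Replication: single well per compound, singlicate. Signal: Fluo-8 calcium dye fluorescence.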
CHO-K1 Ca antag – counter-screen for M1 antagonists: effect in parental CHO-K1 cells; ATP-induced calcium, Fluo-8 fluorescence; inhibition, % at 3 µM; 360,000 tested, 0.6% active;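 active = inhibition above a per-plate cutoff, the plate's mean sample inhibition plus 3 SD, cut at about 24% in these data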;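 also: 0% = DMSO plus EC80 ATP and 100% = DMSO alone without ATP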
CHRM4 agonist – human M4 muscarinic receptor agonists, primary screen, CHO-K1 cells, Fluo-8 calcium fluorescence. Muscarinic acetylcholine receptor M4 (Homo sapiens), P08173. CHO-K1 hM4/Gqi5; vehicle 0%, full acetylcholine response 100%. activation, % at 3 µM. 360,000 tested, 0.14% active. AID 624127, 2012;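 active = activation above the run mean over all test wells plus 3 SD, cut at about 32% in these data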;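 also: peak over basal fluorescence ratio per well then scaled between controls; 0% = DMSO wells and 100% = acetylcholine at EC100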
CHRM1 PAM – human M1 muscarinic receptor positive allosteric modulators, primary screen, CHO-K1 cells, Fluo-8 calcium fluorescence, 1536-well; Muscarinic acetylcholine receptor M1 (Homo sapiens), P11229; CHO-K1 hM1, ACh EC20; 0% = ACh EC20, 100% = maximal ACh; activation, % at 3 µM; 360,000 tested, 0.088% active; AID 588819, 2011; in the data active = activation above about 19%, passing the limit was not always enough
The depositor's hits bear a star; . = not tested or not shown.

| Structure | M1 ag parental | CHRM4 antagonist | CHRM1 agonist | CHRM1 antagonist | CHO parental Ca | OXTR potentiator | CHO-K1 Ca antag | CHRM4 agonist | CHRM1 PAM |
| --- | --- | --- | --- | --- | --- | --- | --- | --- | --- |
| CCN(CCn1cccn1)C(=O)c1cc(COc2cc(C)ccc2C)on1 | 0.1 | 3 | 0 | 17 | . | . | 10 | 2 | -1 |
| CSC(=NC#N)N1CCN(C(c2ccccc2)c2ccccc2)CC1 | 5.2 | 11 | -6 | 21 | -11 | -6 | -9 | -2 | -17 |
| CN(Cc1ccco1)S(=O)(=O)c1ccc2c(c1)CCN2C(=O)CCC(=O)O | 0.4 | 9 | -2 | 1 | -8 | -6 | 1 | -1 | 2 |
| N#Cc1ccc(COc2ccc(CCO)cc2-n2nc3ccccc3n2)cc1 | 3.8 | 9 | -1 | 0 | -8 | -23 | -9 | 7 | -2 |
| COCCNC(=O)c1cc2ncc(Br)cn2n1 | 11 | 3 | -4 | 3 | -4 | -1 | -5 | 1 | 2 |
| O=C1CCN(C(=O)Nc2cccc(Cl)c2)N1 | 0.3 | -10 | -2 | -1 | 2 | -7 | 4 | 3 | 3 |
| CC(=O)Nc1ccc(NC(=O)C2CCN(C(=O)C3CC(=O)N(c4ccc(C)cc4)C3)CC2)cc1 (stereo not given) | -0.1 | 3 | -4 | -5 | -6 | 3 | -10 | 0 | 7 |
| CN1OC[C@@H]2CN[C@H](c3cccc(Oc4ccccc4)c3)C[C@@H]21 | 0.4 | 0 | -10 | 1 | . | . | 1 | 2 | -7 |
| O=S(=O)(c1ccc(Cl)cc1)c1cnc2ccccc2n1 | -0.7 | -7 | -10 | 1 | -3 | -1 | 2 | 0 | 5 |
| COc1ccc(S(=O)(=O)N2CCOCC2)cc1NC(=O)Cc1ccc(F)cc1 | 1.4 | -17 | -1 | -16 | . | . | -18 | 3 | 10 |
| COc1ccc(-c2nnc(SCC3CCCO3)n2C)cc1 (stereo not given) | 0.2 | -7 | -4 | -9 | -7 | -22 | -15 | 2 | 4 |
| Cc1cccc(NC(=O)C2CCCN(S(=O)(=O)c3c(C)nn(C)c3C)C2)c1 (stereo not given) | 2.7 | -8 | -1 | -8 | -13 | -2 | -19 | 6 | 6 |
| COc1ccc([N+](=O)[O-])cc1/C=N/Nc1nn[nH]n1 | -0.2 | 8 | -3 | 1 | 9 | -16 | 1 | 0 | 5 |
| CC(=O)n1cc([C@H]2C=C(C(=O)NCc3ccccc3)O[C@@H](OCc3ccc(CO)cc3)C2)c2ccccc21 | 5.4 | 17 | -6 | 12 | -22 | -14 | -11 | 17 | -8 |
| O=C1c2cc(F)ccc2-n2c1nc1ccccc1c2=O | 1.3 | -7 | -5 | -1 | 2 | -10 | -8 | 1 | 3 |
| CCN(CC)C(=O)CN(c1cc2c(cc1OC)oc1ccccc12)S(=O)(=O)c1ccc(C)cc1 | 0.1 | -7 | -5 | -6 | -11 | -11 | -12 | 0 | -1 |
| CCOc1ccc(C2c3[nH]c4ccccc4c3C[C@H]3C(=O)N(C4CCN(Cc5ccccc5)CC4)CC(=O)N23)cc1OC (stereo not given in full) | 7.3 | 6 | -4 | -12 | . | . | -2 | 5 | 16 |
| C=CCOC(=O)/C(=C/c1cccnc1)NC(=O)c1ccccc1 | 0.1 | -9 | 1 | 2 | -14 | -2 | 2 | 1 | 18 |
| CCOC(=O)N1CCC(N2C(=O)c3ccccc3C2Nc2ccc(Cl)cn2)CC1 (stereo not given) | 1.5 | -4 | -5 | -15 | -20 | 0 | -5 | 4 | 8 |
| CCN(CC)CCCNC(=O)Cn1nc(-c2ccccc2)ccc1=O | 0.0 | -6 | -5 | 9 | -10 | -2 | -1 | 2 | -2 |
| O=C(O)C1CC=CCC1C(=O)Nc1ccccc1 (stereo not given) | -0.3 | 8 | -2 | -5 | 7 | -9 | 25* | 1 | 9 |
| N#Cc1cnn2c(-c3cccc([N+](=O)[O-])c3)ccnc12 | 0.0 | 1 | -5 | 1 | -4 | -4 | -16 | 1 | 5 |
| CCN(CC)C(=O)CSc1nnc(-c2ccccc2)o1 | 1.0 | -10 | -1 | 1 | -4 | 3 | -29 | 0 | 4 |
| O=C1CCNc2c(Cl)cc(Cl)cc21 | 0.2 | 6 | -5 | -10 | -13 | -4 | -6 | 0 | 12 |
| CN(CC(=O)Nc1ccccc1N1CCOCC1)S(=O)(=O)c1ccc(F)cc1 | 1.8 | 3 | -1 | 1 | -19 | -17 | -7 | 7 | 1 |
| COc1ccccc1C(=O)CN1C(=O)NC2(CCCCCC2)C1=O | 0.2 | -9 | -2 | -17 | -18 | 0 | -13 | 1 | 9 |
| Cn1c(=O)c2cc(NC(=S)NC3CCCCC3)ccc2n1Cc1ccc(Cl)cc1 | 4.4 | 6 | -8 | 1 | . | . | -6 | 8 | -9 |
| O=C(CN1CCN(S(=O)(=O)c2ccccc2)CC1)NC1CC1 | 0.1 | 5 | -1 | 17 | -4 | 4 | 5 | 0 | -5 |
| O=C1C(=O)N(c2ccc(O)cc2)C(c2ccccc2[N+](=O)[O-])/C1=C(\O)c1ccccc1 (stereo not given) | 0.6 | -10 | -2 | -9 | -6 | 9 | -8 | 0 | 8 |
| CCN(CC(=O)Nc1c(F)cccc1F)C(=O)C1CCN(C(=O)Nc2ccccc2)CC1 | 0.9 | 2 | -1 | -6 | -2 | -3 | -11 | 1 | 7 |

Additional records.
| Structure | M1 ag parental | CHRM4 antagonist | CHRM1 agonist | CHRM1 antagonist | CHO parental Ca | OXTR potentiator | CHO-K1 Ca antag | CHRM4 agonist | CHRM1 PAM |
| --- | --- | --- | --- | --- | --- | --- | --- | --- | --- |
| CCC(=O)Nc1nnc(S(=O)(=O)N2CCc3ccccc32)s1 | 0.6 | -13 | -7 | -15 | -2 | -5 | 3 | 3 | 12 |
| Cc1ccc(-c2[nH]nc3c2C(C)C(C#N)=C(N)O3)cc1 (stereo not given) | 0.0 | 7 | -3 | -1 | -1 | 1 | 6 | 1 | 5 |
| O=C(O)COc1ccc(-c2nnn(Cc3ccccc3F)n2)cc1 | 0.3 | -3 | -2 | -23 | -6 | -8 | -8 | 0 | 8 |
| CCc1c(Cl)nc(N)nc1Nc1ccccc1Cl | 0.6 | -18 | -5 | -11 | . | . | -19 | 2 | -3 |
| O=C(CCS(=O)(=O)c1ccccc1)Nc1nc2c(s1)COc1ccccc1-2 | 2.9 | -5 | 2 | -14 | -6 | -7 | 6 | 13 | 7 |
| Cc1nc(N2CCN(S(=O)(=O)c3cccc4nonc34)CC2)c2c3c(sc2n1)CCCC3 | 0.8 | -2 | 3 | 8 | -11 | -6 | -15 | 0 | 3 |
| O=C(CCNC(=O)c1ccc(Br)cc1)Nc1ccc(S(=O)(=O)N2CCCCC2)cc1 | 1.0 | 6 | -3 | -6 | . | . | 0 | 1 | 10 |
| O=C(COc1ccccc1Cl)N1CCNC1=O | 0.5 | -7 | -4 | 1 | . | . | -4 | 0 | -1 |
| COC(=O)/C=C1\S/C(=N/N=C/c2ccc(Cl)cc2)NC1=O | 2.8 | 0 | -3 | 2 | 11 | -15 | -5 | 9 | 2 |
| Cc1ccc(/C=C(\NC(=O)c2ccc(C)cc2)C(=O)NCCCn2ccnc2)cc1 | -0.7 | -6 | -11 | -10 | -9 | -6 | 5 | -2 | 3 |
| CCn1c(NC(=O)c2ccccc2)nc2ccccc21 | 0.6 | 0 | -4 | -9 | -13 | 0 | 2 | 0 | 5 |
| CCc1ccc(C(=O)CSc2nc(N)cc(=O)[nH]2)cc1 | 2.4 | 5 | -4 | -6 | 6 | 2 | -9 | 3 | 4 |
| O=C(CCC(=O)N1CCN(c2ccc(O)cc2)CC1)c1cccs1 | 0.8 | -5 | -2 | -8 | 3 | -5 | -9 | 1 | 4 |
| CC1CCN(C(=O)c2ccc(N3C(=O)c4ccccc4C3=O)cc2)CC1 | 0.7 | -3 | -4 | -7 | 2 | -2 | -6 | 1 | 2 |
| CCCNC(=O)N1CCC(n2nccc2NC(=O)CCOc2ccccc2)CC1 | 0.7 | 3 | 6 | -3 | -6 | -3 | 2 | 1 | 17 |
| CC1(C(=O)NCc2cccs2)Cc2c(-c3cccc(C(F)(F)F)c3)ccnc2O1 (stereo not given) | 2.4 | -15 | -2 | -6 | . | . | -17 | 4 | 0 |
| CCC/C(C)=C/c1ccc(CC)cn1 | 0.0 | 6 | -4 | 20 | . | . | 10 | -1 | -9 |
| COc1cccc(CNC(=O)CC2C(=O)NCCN2Cc2ccoc2)c1OC (stereo not given) | -0.4 | -4 | -4 | -6 | -7 | -1 | 10 | 1 | 11 |
| CCN(CC(=O)NCc1ccc(Cl)cc1)C(=O)COc1ccc(C)cc1C | 0.6 | -12 | -3 | -3 | -3 | -5 | -6 | 6 | 0 |
| COC(=O)C1=C(C(=O)OC)C2C(C)=CC(C)=CN2C(C(=O)OC)=C1C(=O)OC (stereo not given) | 0.4 | 14 | -6 | -4 | -7 | -7 | -4 | 0 | 0 |
| CC1(C)CC(NC(=O)c2ccccc2NS(=O)(=O)c2ccc(Br)cc2)CC(C)(C)N1 | 0.5 | -4 | -9 | -5 | . | . | -20 | 0 | 2 |
| CC1SC(=NC(=O)C(C)N2C(=O)c3ccccc3C2=O)NC1=O (stereo not given) | 0.1 | -15 | -2 | -13 | -18 | 2 | -15 | 0 | 6 |
| Cc1ccc(-n2cc(CNCCN3CCOC3=O)c(-c3cccc(C)c3)n2)cc1 | 1.5 | -16 | -4 | -4 | -10 | -11 | -6 | 5 | 5 |
| COc1ccc(C2c3c(ncn(CCCN4CCOCC4)c3=N)Oc3ccc4ccccc4c32)cc1OC (stereo not given) | 0.5 | 4 | -2 | -7 | -12 | -10 | 0 | 1 | 4 |
| OCC[C@@H]1C[C@H](O)[C@@H](O)[C@@]2(OCCCc3cc(C(F)(F)F)ccc32)O1 | 0.0 | -2 | -3 | -4 | . | . | -2 | 1 | 1 |
| O=C(CSC(=O)c1ccccc1)Nc1ccccc1F | 0.3 | -6 | -2 | 3 | -7 | -5 | -3 | 1 | 0 |

Compounds as they come. About 2.9% of those tested had a hit in this group.
